High-throughput results deposited in PubChem BioAssay by several laboratories.
Rpn11 block: inhibitors of human proteasome Rpn11; O00487; human 26S proteasome, Ub4-pepOG fluorescence polarization; 20S core pre-blocked with epoxomicin; calls only at 20 µM; 0.59% of 360,000 active; AID 588493;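 active means inhibition at 20 µM, scaled to each plate's controls, above about 33%, limit read from the data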
CSN inh: inhibitors of human CSN-mediated cullin deneddylation; Q92905; Purified CSN, SCF-Nedd8-OG deneddylation, fluorescence polarization; inhibition, % at 12.5 µM; 0.38% of 360,000 active;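 active means pattern-corrected inhibition above about 35%, with an unprinted fluorescence ratio check between 0.5 and 1.5, limit read from the data, passing the limit was not always enough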;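 further: 0% = enzyme with substrate and 100% = substrate without enzyme; some results filed as inactive read as strong as hits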
Target sequence (Q92905 whole entry, looked up, one chain of several): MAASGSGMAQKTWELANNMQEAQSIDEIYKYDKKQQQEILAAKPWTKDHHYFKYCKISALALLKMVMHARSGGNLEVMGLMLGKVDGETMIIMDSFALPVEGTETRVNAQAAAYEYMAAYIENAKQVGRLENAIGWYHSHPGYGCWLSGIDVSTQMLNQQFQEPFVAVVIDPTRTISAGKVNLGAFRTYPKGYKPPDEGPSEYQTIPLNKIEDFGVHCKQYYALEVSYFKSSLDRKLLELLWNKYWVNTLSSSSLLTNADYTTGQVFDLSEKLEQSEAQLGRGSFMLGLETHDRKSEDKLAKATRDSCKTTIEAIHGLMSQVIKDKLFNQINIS
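Assay system: purified human Csn5 enzyme expressed in HEK293T cells; measure: % inhibition; also added: SCFSkp2-Nedd8OG substrate at 10 nM final; technique: fluorescence polarization; times: reaction 90 min, room temperature; medium: Tris buffer pH 7.5, NaCl, DTT, Tween-20, trehalose, ovalbumin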
Scp-1 inhibitor: Scp-1 (human) phosphatase inhibition; 0.88% of 340,000 active; Recombinant Scp1, phosphopeptide, malachite green phosphate absorbance; inhibition, % at 20 µM; Q9GZU7;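 active means inhibition above about 50% at 20 µM, limit read from the data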;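 further: plate controls were DMSO wells with enzyme for no effect and wells lacking enzyme for full effect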
Target sequence (Q9GZU7 76-261 limits assumed): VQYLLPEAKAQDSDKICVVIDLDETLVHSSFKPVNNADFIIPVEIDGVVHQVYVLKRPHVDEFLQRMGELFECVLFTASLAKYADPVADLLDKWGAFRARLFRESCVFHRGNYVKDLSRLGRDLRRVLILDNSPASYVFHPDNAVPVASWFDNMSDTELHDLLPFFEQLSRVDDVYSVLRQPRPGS
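assay system = SCP-1 phosphatase catalytic domain, residues 76-261 | buffer or medium = 50 mM Tris acetate pH 5.5, 0.005% Tween-20, 10 mM MgCl2 | incubation = enzyme reaction 45 min at room temperature, colour 5 min, stabilisation 30 min | signal = Phosphate-binding colour reagent, absorbance read at 630 nm | measure = % inhibition at 20 µM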
DNMT1 block: DNMT1 (human) enzyme inhibition | DNMT1 molecular beacon, Hinp1I cleavage, fluorescence | inhibition (reported as % activation of signal), % at 10 µM | 0.83% of 360,000 active | AID 588458; in the data active means inhibition above about 50%
STEP block: inhibitors of human striatal-enriched phosphatase STEP; 0.25% of 360,000 active; inhibition, % at 20 µM; P54829; recombinant STEP, OMFP fluorogenic substrate, fluorescence; AID 588621;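 active means inhibition at 20 µM, scaled per plate between control wells, above about 37%, limit read from the data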;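 further: 0% = DMSO with enzyme and substrate and 100% = substrate only without enzyme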
Target sequence (P54829 whole entry, looked up): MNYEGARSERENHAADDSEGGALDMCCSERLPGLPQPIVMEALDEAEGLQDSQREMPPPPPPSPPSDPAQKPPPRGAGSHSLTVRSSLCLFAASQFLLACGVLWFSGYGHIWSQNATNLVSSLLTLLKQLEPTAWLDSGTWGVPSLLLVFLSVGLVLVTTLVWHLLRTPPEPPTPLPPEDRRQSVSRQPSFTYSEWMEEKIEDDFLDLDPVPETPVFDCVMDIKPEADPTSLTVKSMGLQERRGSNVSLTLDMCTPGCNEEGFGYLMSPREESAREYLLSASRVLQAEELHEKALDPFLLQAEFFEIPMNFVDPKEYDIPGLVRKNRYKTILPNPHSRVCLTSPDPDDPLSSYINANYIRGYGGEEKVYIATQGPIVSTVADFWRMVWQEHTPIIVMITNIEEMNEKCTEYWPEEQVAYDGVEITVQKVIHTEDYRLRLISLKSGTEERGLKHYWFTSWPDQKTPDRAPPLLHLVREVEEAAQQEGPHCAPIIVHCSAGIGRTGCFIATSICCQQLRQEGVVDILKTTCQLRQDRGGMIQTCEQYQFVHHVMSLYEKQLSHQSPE
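System: isolated STEP enzyme; schedule: 20 min enzyme reaction at room temperature, protected from light; medium: Bis-Tris buffer pH 6.0, 2.5 mM DTT, 0.005% Tween 20; signal: fluorescence, 480/540 nm; dosing: single compound dose of 20 µM, 1% DMSO final; also added: OMFP substrate, 25 µM final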
Tb MetRS inh: blocks T. brucei methionyl-tRNA synthetase activity | AID 624268 | 0.4% of 360,000 active | inhibition, % at 11.9 µM | purified T. brucei MetRS, ATP depletion, Kinase-Glo luminescence;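 active means inhibition above a per-plate cutoff of the control wells' mean inhibition plus 3 SD, cut at about 5.5% in these data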;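 further: 0% = DMSO wells median and 100% = median of wells with control inhibitor compound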
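Material: T. brucei methionyl-tRNA synthetase, purified; reagent: substrates ATP, L-methionine and bulk Escherichia coli tRNA; dosing: 11.9 µM single point; timing: 15 min plus 2 h at 25 °C; detection: luminescence of leftover ATP; evaluation: % inhibition; control set: DMSO-only wells as low control; replicates: singlicate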
PABP1 MLLE inh: inhibitors of microRNA-mediated deadenylation, human PABP1 MLLE binding; P11940; GST-MLLE / FITC-PAM2 fluorescence polarization; AID 588489; inhibition, % at 20 µM; 0.36% of 360,000 active; in the data active means inhibition above about 35%, passing the limit was not always enough;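 further: plate controls were DMSO wells with GST-MLLE for no effect and wells lacking GST-MLLE protein for full effect; some results filed as inactive read as strong as hits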
SUMO1-SIM PPI: alters human SUMO1 binding to SIM partners | SUMO1 binding to a labelled peptide, TR-FRET, 1 h | 0.33% of 360,000 active | AID 602429 | P63165 | inhibition, % at 20 µM; in the data active means inhibition above about 37%
LMPTP block: blocks human LMPTP phosphatase; AID 651560; P24666; 0.22% of 360,000 active; inhibition, % at 20 µM; recombinant LMPTP-A, OMFP fluorogenic substrate, fluorescence intensity;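 active means compounds that cut the enzyme signal by at least half of the control window in the single-dose screen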;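 further: plate controls were DMSO wells with enzyme plus substrate for no effect and substrate without enzyme for full effect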
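Assay system: LMPTP-A enzyme. Input: 0.625 nM LMPTP-A final. Probe or stimulus: 400 µM OMFP. Compound dosing: single 20 µM dose. Schedule: 50 min dark incubation at room temperature. Detection: fluorescence intensity of OMFP turnover product. Read-out: percent inhibition versus substrate-only and uninhibited controls. Benchmarks: no-enzyme low control, uninhibited high control.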
NadD inh: inhibitors of Staphylococcus aureus NadD | purified NadD enzyme, colorimetric absorbance read-out | inhibition, % at 20 µM | 0.78% of 360,000 active; in the data active means inhibition above about 26%; further: some compounds past the cut are filed as inactive
Starred values were filed as active, the others as inactive; i = inactive; x = no result given; & = joins results of further samples.

A first look:
SMILES	Rpn11 block	CSN inh	Scp-1 inhibitor	DNMT1 block	STEP block	Tb MetRS inh	PABP1 MLLE inh	SUMO1-SIM PPI	LMPTP block	NadD inh
O=[N+]([O-])c1ccc(O)c(-c2nn[nH]n2)c1	i	2	-10	0	-4	-1.3	4	-7	0.1	0
COc1ccccc1Nc1nc(N)nc(CSC(=S)N2CC(C)CC(C)C2)n1 (stereo not given)	i	0	3	-11	2	-0.3	-1	0	3.4	1
Cn1nnc(NC(=O)c2ccco2)n1	i	-1	-3	1	0	0.3	6	3	-1.7	-3
O=C(CSc1nc2c(c(=O)n1-c1ccc(Cl)cc1)SCC2)Nc1ccc2c(c1)OCCO2	i	1	-6	-10	1	0.7	10	-2	0.7	22
COc1ccccc1C(=O)O/N=C(\N)c1ccccc1Cl	i	1	-2	5	0	-0.3	12	1	0.1	1

The list itself, from the first entry:
SMILES	Rpn11 block	CSN inh	Scp-1 inhibitor	DNMT1 block	STEP block	Tb MetRS inh	PABP1 MLLE inh	SUMO1-SIM PPI	LMPTP block	NadD inh
O=[N+]([O-])c1ccc(O)c(-c2nn[nH]n2)c1	i	2	-10	0	-4	-1.3	4	-7	0.1	0
COc1ccccc1Nc1nc(N)nc(CSC(=S)N2CC(C)CC(C)C2)n1 (stereo not given)	i	0	3	-11	2	-0.3	-1	0	3.4	1
Cn1nnc(NC(=O)c2ccco2)n1	i	-1	-3	1	0	0.3	6	3	-1.7	-3
O=C(CSc1nc2c(c(=O)n1-c1ccc(Cl)cc1)SCC2)Nc1ccc2c(c1)OCCO2	i	1	-6	-10	1	0.7	10	-2	0.7	22
COc1ccccc1C(=O)O/N=C(\N)c1ccccc1Cl	i	1	-2	5	0	-0.3	12	1	0.1	1
O=C1C2C3CCC(C3)C2C(=O)N1Cc1ccccc1 (stereo not given)	i	8	-6	-7	1	-0.3	4	-6	-1.7	-2
COc1ccc(OC)c(C2C(C(=O)Nc3ccccc3OC)=C(C)Nc3nc(CCCO)nn32)c1 (stereo not given)	i	-1	-23	1	0	0.9	6	-1	-0.7	-6
COC(=O)CCC(=O)OC1(C)C(=O)C=C2C=C(C3CC3)N(CCc3c[nH]c4ccccc34)C=C2C1=O (stereo not given)	i	1	-4	-20	2	-0.2	-9	-15	16	2
COc1ccc(OC)c(NC(=O)CSc2nncc3ccccc23)c1	i	3	2	-2	2	-1.2	15	-2	0.6	0
CC(C)(C)NC[C@H](O)COc1nsnc1N1CCOCC1	i	0&-2&1	5&10&4	-2&0&-1	-2&-2&-3	-0.8&-0.4&-0.6	15&-1&16	-2&2&1	-2.2&-0.8&-0.3	-1&3&2
CC(C)Cn1c(SCC(=O)N2CCOCC2)nc2ccccc2c1=O	i	-4	0	1	1	-0.4	-3	-1	-0.7	-4
CCOc1ccc(NS(=O)(=O)c2ccc(NC(=O)[C@@H]3CCCC[C@@H]3C(=O)O)cc2)cc1	i	-9	-10	1	-4	-0.4	9	3	-1.6	0
Fc1cc(F)c2nc(Nc3nc4c(F)cccc4s3)sc2c1	i	-6	-10	11	-3	-0.4	-1	1	-1.4	7
COc1cc(NC(=S)Nc2ccc(Br)cc2Cl)c(OC)cc1Cl	i	0	-5	3	2	-0.5	19	1	0.8	-1
CCCCNC(=O)C[C@@H]1C[C@@]2(C(=O)OCC)CCCC=C2N(CCC2=CCCCC2)C1=O	x	-2	x	x	x	0.1	x	1	-0.6	x
C=CCOc1cccc(C2C(C(=O)c3ccc(C)o3)=C(O)C(=O)N2CCCn2ccnc2)c1 (stereo not given)	i	4	4	3	-3	-1.2	2	-3	17	6
CCOC(=O)C1CCCN(C(=O)c2ccc(Cl)c(S(=O)(=O)N3CCc4ccccc43)c2)C1 (stereo not given)	i	-9	-2	-3	-2	-0.7	-9	3	0.0	-2
On1c(-c2ccccc2Cl)nc2ncccc21	i	1	-7	-1	-1	1.6	-5	3	-2.1	-4
CCCCNC(=O)c1ccc(N2CCC3(CC2)OCCO3)c([N+](=O)[O-])c1	i	-2	-10	1	-1	0.1	4	-23	0.0	-4
CC1Cc2ccccc2N1C(=O)CCS(=O)(=O)c1cccs1 (stereo not given)	i	-3	-5	4	-4	-1.8	0	0	-1.8	-3
O=C1NCC(COCC2CC=CCC2)O1 (stereo not given)	i	-2	-2	0	-1	-1.4	-1	1	-2.2	-2
CC(C)C[C@H](NC(=O)Nc1ccc(Oc2ccccc2)cc1)C(=O)O	i	1	-10	7	3	0.6	1	4	-0.5	-5
COC(=O)C1C(=O)N2CCCSC2=C(C#N)C1c1cccs1 (stereo not given)	i	2	-4	2	1	-0.4	-9	-2	-1.4	5
COc1ccc(/C(C)=N/OC/C(O)=C(\C#N)c2nc3ccccc3[nH]2)cc1OC	i	-7	-9	-7	0	-0.8	-14	-1	0.9	8
O=C(Nc1ccccc1)c1cccc(NC(=O)c2ccco2)c1	i	-3	-7	-2	0	-0.2	7	0	0.2	-3

Further records
SMILES	Rpn11 block	CSN inh	Scp-1 inhibitor	DNMT1 block	STEP block	Tb MetRS inh	PABP1 MLLE inh	SUMO1-SIM PPI	LMPTP block	NadD inh
O=C(CSc1nc2ccccc2o1)Nc1nccs1	i	-7	2	4	-4	-0.1	-11	4	-1.4	-7
O=C(NNC(=O)c1nc2ccccc2[nH]1)OCc1ccccc1	i	-4	3	1	-1	3.2	-2	1	1.2	-4
Cc1ccc(NC(=O)CN(C)C(=O)C2CC(=O)N(Cc3ccccc3)C2)cc1 (stereo not given)	i	0	-2	1	2	-0.2	-3	3	-0.5	1
CC1(C(=O)NS(=O)(=O)Cc2ccccc2)CCN1C(=O)Cc1ccccc1Cl (stereo not given)	i	1	x	0	-2	-0.1	-6	5	-2.5	-10
O=C1c2cccnc2C(Nc2ccccc2Br)N1Cc1ccco1 (stereo not given)	i	8	-6	-4	-2	-0.6	12	-3	-0.9	3
Cc1ccc2c(CSc3nnnn3C)cc(=O)oc2c1	i	-5	-9	2	1	-0.3	-65	-9	-0.6	-7
COc1ccc(C(CNC(=O)c2cccc(S(=O)(=O)Nc3ccc(C)cc3)c2)N2CCOCC2)cc1 (stereo not given)	i	-2	36	2	1	-0.3	4	3	-0.4	-4
COc1ccc(OC)c(NC(=O)COc2ccc3c(c2)CCC3)c1	i	-4	-8	-3	-1	-0.4	-1	9	3.9	-3
CCSC1=NC2(CCCCC2)Nc2sc3c(c21)CCCC3	i	5	-2	-17	1	-0.7	-4	-3	0.3	-5
O=c1[nH]n(CC2COC3(CCCCC3)O2)c(=O)c2ccccc12 (stereo not given)	i	2	-9	1	-1	0.5	8	-1	-2.1	-4
COc1ccc(NS(=O)(=O)c2cccc(C(=O)NCC(c3ccc(OC)cc3)N3CCCCC3)c2)cc1 (stereo not given)	i	0	-2	-8	0	-0.5	4	-13	-7.5	-5
O=C(O)C1CCCN(S(=O)(=O)c2ccc(Cl)s2)C1 (stereo not given)	i	0	-6	2	-1	-0.4	2	5	-1.0	-5
COc1ccc(C2C3=C(N=C4SCC(=O)N42)c2ccccc2CC3)cc1OC (stereo not given)	i	5	2	-18	1	-0.8	-6	-16	0.0	2
COc1cc(S(=O)(=O)NCc2ccncc2)c(OC)cc1Br	i	-2	-10	-1	0	0.1	5	2	-0.5	-3
CCOC(=O)C(Cc1cc(C(C)=O)ccc1OC(C)C)C(=O)OCC	i	-2	-7	1	-3	-0.8	13	-1	-0.6	-5
CCCN1C(=O)COc2ccc(-c3n[nH]c(=O)c4ccccc34)cc21	i	-2	-1	2	1	1.0	-3	-2	1.0	-3
O=C(COC(=O)C1=COCCO1)Nc1ccc(F)c(F)c1	i	-2	-2	0	0	-0.3	0	-3	0.3	-5
Cc1ccc(S(=O)(=O)NCCC(=O)Nc2ccc(C)c(Cl)c2)cc1C	i	-15	-7	-4	-2	2.1	16	1	3.1	-12
COC(=O)CSc1nnc(-c2ccccc2OC)n1-c1ccc(C)cc1	i	3	-8	5	1	-0.6	-40	-2	-1.4	-3
NC(Cc1ccccc1)c1csc(Nc2ccc(C(=O)c3ccccc3)cc2)n1 (stereo not given)	i	-1	x	-26	1	-0.1	14	-58	1.2	9
O=S1(=O)C[C@H](N2CCC[C@@H]2CO)[C@@H](COCc2ccccc2)N1	i	-3	x	0	-2	-0.9	10	2	-1.3	-2
O=C(CCOc1ccccc1)N1CCN(S(=O)(=O)c2ccccc2F)CC1	i	-1	-7	-3	2	-0.3	2	0	-2.4	-1
CCCCC1(CC(=O)OCC)SCCN1C(N)=O (stereo not given)	i	-2	x	2	-2	-0.3	5	1	-0.5	1
C1=CC2CCC1ON2c1ccccc1 (stereo not given)	i	-1	-3	-15	-1	0.3	8	-2	-0.1	-1
CNC(=O)Nc1cccc2cccnc12	i	3	8	1	2	0.4	3	-6	-0.5	-1

(continued)
SMILES	Rpn11 block	CSN inh	Scp-1 inhibitor	DNMT1 block	STEP block	Tb MetRS inh	PABP1 MLLE inh	SUMO1-SIM PPI	LMPTP block	NadD inh
CC(C)NC(=O)/C(=C/c1ccco1)c1ccccc1	i	3	15	4	-1	-1.5	-4	0	0.3	-2
COc1ccc(CN(C)Cc2nc(Cc3ccccc3Cl)no2)cc1OC	i	3	-3	-1	-4	-0.8	0	-1	-3.2	-9
Cc1noc(C)c1NC(=O)N(C)C[C@@H]1Oc2cc(Br)ccc2S(=O)(=O)N([C@H](C)CO)C[C@@H]1C	i	3	x	4	2	-0.7	1	-1	-1.6	3
CCn1c(C)nc2cc(C(=O)NNS(=O)(=O)c3ccc(C)c(C)c3)ccc21	i	-8	1	1	-2	-0.2	-14	-4	-1.7	-22
O=c1ccc2ccc(Oc3ccc(Cl)cc3[N+](=O)[O-])cc2o1	i	-4	-5	1	2	0.5	22	-7	1.7	-2
Cc1ccc(S(=O)(=O)Nc2ccccc2C(=O)Nc2nc(-c3ccc(F)cc3)cs2)cc1	i	0	-13	-31	-3	-0.3	2	14	2.7	32*
COc1cc(NC(=O)Cc2ccccc2)c(C(=O)O)cc1OC	i	6	-11	-1	0	0.0	-13	2	-1.3	-3
Cc1ccc(C(O)(COC(=O)C(C)C)COC(=O)C(C)C)c(O)c1	i	2	47	21	0	0.2	-6	9	0.4	2
O=C(CNC(=O)N1CC(=O)Nc2ccccc21)NCc1ccccc1Cl	i	-1	-5	1	-1	-0.4	8	5	-0.2	-4
